NRP1-CendR mod: NRP-1/CendR interaction modulation | O14786 | AID 602438 | inhibition, % at 25 µM | 360,000 tested, 0.85% active | FAM-RPARPAR peptide binding to NRP-1, fluorescence polarization;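 active = inhibition or corrected inhibition above about 18%, plus a signal ratio from 0.5 to 1.5, limit read from the data, passing the limit was not always enough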; note: strong numbers were not always called active
MLLE-PAM2 inh: inhibitors of microRNA-mediated deadenylation, human PABP1 MLLE binding; P11940; inhibition, % at 20 µM; AID 588489; 360,000 tested, 0.36% active; GST-MLLE / FITC-PAM2 fluorescence polarization; in the data active = inhibition above about 35%, passing the limit was not always enough;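 note: plate controls were DMSO wells with GST-MLLE for no effect and wells lacking GST-MLLE protein for full effect; some results filed as inactive read as strong as hits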
Target sequence (P11940 whole entry, looked up): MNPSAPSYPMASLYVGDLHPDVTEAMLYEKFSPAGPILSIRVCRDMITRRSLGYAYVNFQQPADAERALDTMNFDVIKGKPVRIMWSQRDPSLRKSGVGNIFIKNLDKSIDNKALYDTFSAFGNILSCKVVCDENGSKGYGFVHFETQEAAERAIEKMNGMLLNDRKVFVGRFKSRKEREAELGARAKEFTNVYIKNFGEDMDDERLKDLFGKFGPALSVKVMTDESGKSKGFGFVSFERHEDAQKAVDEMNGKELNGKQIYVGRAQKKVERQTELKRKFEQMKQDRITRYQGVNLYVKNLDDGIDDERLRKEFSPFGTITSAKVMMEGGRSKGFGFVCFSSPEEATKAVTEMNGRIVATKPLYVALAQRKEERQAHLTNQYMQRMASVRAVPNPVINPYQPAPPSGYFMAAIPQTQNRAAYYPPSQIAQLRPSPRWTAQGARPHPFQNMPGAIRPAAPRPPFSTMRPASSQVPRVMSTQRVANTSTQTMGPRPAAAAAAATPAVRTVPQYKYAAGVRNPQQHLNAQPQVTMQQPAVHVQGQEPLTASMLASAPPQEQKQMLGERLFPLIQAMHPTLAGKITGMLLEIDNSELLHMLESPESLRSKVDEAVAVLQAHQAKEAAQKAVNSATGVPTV
MsrA act: bovine methionine sulfoxide reductase A activation; purified bovine MsrA, absorbance read-out; activation, % at 10.6 µM; 360,000 tested, 0.3% active; AID 602163; in the data active = activation above about 7.5%;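 note: 0% = vehicle and 100% = reference activator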
SKN-1 inh: blocks SKN-1 activity in C. elegans | C. elegans VP596 Pgst-4::GFP/RFP ratio, acrylamide-induced, 24 h | inhibition, % at 21.8 µM | 360,000 tested, 0.49% active;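 active = interference check ratio from 0.5 to 1.5 plus GFP to RFP signal ratio inhibition reaching or exceeding a fixed threshold, cut at about 30% in these data, passing the limit was not always enough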; note: some compounds called inactive have numbers as strong as hits
MsrA inh: bovine MsrA inhibition | purified bovine MsrA, absorbance read-out | inhibition, % at 15.5 µM | 360,000 tested, 0.75% active | AID 651718; in the data active = inhibition above about 4.5%;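 note: 0% = vehicle wells with enzyme and 100% = reference inhibitor wells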
FAS-TE inh: blocks the thioesterase domain of human fatty acid synthase; AID 602261; inhibition, % at 15 µM; P49327; 360,000 tested, 0.67% active; recombinant FAS-TE, OMFH fluorogenic substrate, fluorescence endpoint;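 active = compounds whose normalised, plate-corrected inhibition of enzyme fluorescence in the single-dose primary screen is 50% or more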;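 note: 0% = DMSO with enzyme and 100% = substrate without enzyme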
eLon inh: E. coli protease La inhibition | purified E. coli Lon protease, fluorescence polarization | inhibition, % at 7.94 µM | 360,000 tested, 0.42% active; in the data active = inhibition above about 13%, passing the limit was not always enough;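 note: 0% = enzyme with probe and DMSO and 100% = no enzyme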
MT1-MMP act inh: inhibitors of human MT1-MMP activation; P50281; HT1080 RFP-PRO-GFP cells, GFP/RFP ratio fluorescence, overnight; percent of plate control window, DMSO zero; GFP/RFP ratio change, % at 20 µM; 360,000 tested, 0.061% active; AID 651647;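 active = GFP/RFP ratio change of at least 30% with cell ATP level not reduced by more than half and red fluorescence within 50% of control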; note: strong numbers were not always called active
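Assay system: HT1080 RFP-PRO-GFP cells. Benchmarks: DMSO vehicle wells and RFP-L50D-GFP reporter cell wells. Times: overnight cell settling, then overnight compound exposure, 37 °C, 5% CO2. Compound: 20 µM single dose, 1% DMSO. Read-out basis: GFP/RFP fluorescence ratio.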
TbMetRS inhib: blocks T. brucei methionyl-tRNA synthetase activity; purified T. brucei MetRS, ATP depletion, Kinase-Glo luminescence; 360,000 tested, 0.4% active; inhibition, % at 11.9 µM;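 active = inhibition above a per-plate cutoff of the control wells' mean inhibition plus 3 SD, cut at about 5.5% in these data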;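 note: 0% = DMSO wells median and 100% = median of wells with control inhibitor compound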
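Dosing: 11.9 µM single point; system: parasite MetRS enzyme; technique: luminescence of leftover ATP; times: 15 min enzyme-compound preincubation, 2 h reaction, 10 min detection, 25 °C; replicates: each compound tested once; read-out basis: percent inhibition relative to median high and low control wells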
An asterisk follows results filed as active; x = no result given.

SMILES	NRP1-CendR mod	MLLE-PAM2 inh	MsrA act	SKN-1 inh	MsrA inh	FAS-TE inh	eLon inh	MT1-MMP act inh	TbMetRS inhib
CC(=O)Nc1cc(N=Cc2ccc(O)cc2O)c(Cl)cc1Cl	-14	-2	-9	4	x	-8	-99	-23	-0.2
N#CC1=C2SCN(Cc3ccco3)CN2C(=O)CC1c1c(F)cccc1Cl (stereo not drawn)	1	-54	0	12	2.1	-2	-19	0	-0.1
NC(=O)c1ccc(NC(=O)CCC(=O)N2CCN(S(=O)(=O)c3ccc(Cl)cc3)CC2)cc1	-3	-12	-1	0	-0.7	4	-2	2	0.4
COc1c(S(=O)(=O)NCCCn2ccnc2)ccc(Cl)c1Cl	5	-9	-2	3	-1.1	-6	-4	-1	-0.4
CCOc1ccc(S(=O)(=O)N(C)c2ccc(OCC(=O)Nc3ccccc3F)cc2)cc1	11	7	-2	0	-0.1	29	-9	4	-0.1
CCn1nc(C)cc1C(=O)Sc1cccc(Br)c1	-8	20	-2	16	0.1	28	10	-1	2.4
CCOC(=O)c1sc(=S)n(C)c1NC(=O)c1ccccc1C	12	23	-4	0	3.0	-5	-1	3	0.1
O=C(CCl)Oc1ccc2occ(C(=O)c3cccs3)c2c1	11	0	-2	1	0.7	-6	-1	-2	0.2
COc1ccc([C@H]2/C=C\CN(S(=O)(=O)c3ccc(C)cc3)[C@@H](C)C(=O)N2Cc2ccc(F)cc2)cc1	14	-2	-3	15	0.3	35	-9	-12	-0.2
O=C(O)CSc1nnc(CNc2ccccc2Cl)n1-c1ccccc1	0	-4	-4	-2	0.7	-5	0	1	-0.5
CC1=NN(C(N)=S)C(=O)C1N=Nc1cccc(C)c1 (stereo not drawn)	-10	22	-4	7	0.9	-2	-8	5	-0.5
O=C(NCc1ccco1)c1ccc(NS(=O)(=O)c2cccc(F)c2)cc1	-6	-5	-6	2	1.8	1	1	-1	-0.3
Cc1nn(C2CCS(=O)(=O)C2)c(C)c1C=O (stereo not drawn)	-7	3	-6	2	-0.3	-5	-5	0	-1.3
CCc1ccc2c(CSc3nnnn3C)cc(=O)oc2c1	3	-75	-8	1	0.8	-16	-3	-5	-1.2
Clc1ccc(C=NN2CCCCCC2)cc1	-4	-30	-2	15	-1.1	16	-3	4	-0.3

Reformatted field by field: 2 of the compounds above.
COc1ccc([C@H]2/C=C\CN(S(=O)(=O)c3ccc(C)cc3)[C@@H](C)C(=O)N2Cc2ccc(F)cc2)cc1
  NRP1-CendR mod = 14
  MLLE-PAM2 inh = -2
  MsrA act = -3
  SKN-1 inh = 15
  MsrA inh = 0.3
  FAS-TE inh = 35
  eLon inh = -9
  MT1-MMP act inh = -12
  TbMetRS inhib = -0.2

O=C(O)CSc1nnc(CNc2ccccc2Cl)n1-c1ccccc1
  NRP1-CendR mod = 0
  MLLE-PAM2 inh = -4
  MsrA act = -4
  SKN-1 inh = -2
  MsrA inh = 0.7
  FAS-TE inh = -5
  eLon inh = 0
  MT1-MMP act inh = 1
  TbMetRS inhib = -0.5

(cont.)
SMILES	NRP1-CendR mod	MLLE-PAM2 inh	MsrA act	SKN-1 inh	MsrA inh	FAS-TE inh	eLon inh	MT1-MMP act inh	TbMetRS inhib
COC(=O)c1cc(S(=O)(=O)NCCc2ccccc2)c[nH]1	11	-5	-2	2	0.6	-6	0	-1	-0.3
CCOC(=O)C1CCN(C(=O)c2ccc(CNS(=O)(=O)c3ccc(C)cc3)cc2)CC1	6	-3	-3	-9	0.9	2	-3	-1	-0.6
CC(C)CC1c2[nH]c3ccccc3c2CCN1CCCn1cccn1 (stereo not drawn)	4	-8	-1	1	-0.7	-2	-4	-3	-0.7
Cc1cc(C)n2nc(SCC(=O)Nc3ccccc3)nc2n1	-9	12	-1	-7	-0.3	-4	1	1	0.2
COCCNC(=S)N(C)[C@H]1C[C@H]2c3cc(N4CCN(C)CC4)ccc3CCN2C(=O)[C@H]1[C@H](C)O	2	9	-3	10	-0.5	-8	-11	0	0.3
CCCCNS(=O)(=O)c1ccc(OC)c(Cl)c1Cl	-7	1	-3	-16	-0.4	5	1	-3	0.7
CCNc1nc(N2CCCC2)nc(N2CCCC2)n1	9	-3	-6	8	1.4	-10	-6	-5	-0.6
Cn1nc(CC(=O)NC2CCCCCCCCCCC2)c2ccccc2c1=O	-8	-4	-1	19	-0.4	-65	-3	2	-0.1
CCN1C(=O)C(F)(CC)C(=O)c2ccccc21 (stereo not drawn)	-2	1	-1	4	0.2	-9	0	3	0.1
O=C1NC(=O)C(CC(=O)N(Cc2ccco2)C2(C(=O)NC3CCCCC3)CCCCC2)N1 (stereo not drawn)	11	-4	0	-3	-1.1	-8	3	-5	-0.9
Cc1cccc(Cn2c(SCCO)nc3c2c(=O)n(C)c(=O)n3C)c1	9	-4	1	-8	1.3	-5	5	-5	-0.1
COc1ccc(C2CC(c3ccc(OC)cc3)n3nc(NC(=O)c4ccco4)nc3N2)cc1 (stereo not drawn)	10	-4	-2	13	1.0	-3	2	2	0.6
CCN(CC)S(=O)(=O)c1ccc(Cl)c(C(=O)Oc2cccnc2)c1	10	7	-1	1	-0.5	-1	2	0	0.3
CC(C)(C)C1CCC(C(=O)NNC(=O)c2ccncc2)CC1 (stereo not drawn)	10	1	-2	5	-0.4	-1	9	8	-0.3
CCN(C(=O)CSc1nc2ccccc2c(=O)n1Cc1ccc(C)cc1)C1CCS(=O)(=O)C1 (stereo not drawn)	5	3	-5	22	-0.5	8	4	0	-0.5
CCOc1ccc(NC(=O)c2ccc3snnc3c2)cc1	11	-6	-2	20	1.4	5	-4	-2	0.3
CC(C)OCCCNC(=O)CCN1C(=O)COc2ccccc21	0	-11	-1	5	-0.1	-12	-6	1	-0.1
O=C(NCC(c1cccnc1)N1CCN(c2ccc(F)cc2)CC1)c1ccc2c(c1)OCO2 (stereo not drawn)	1	4	3	42*	1.0	-6	-6	1	0.1
O=C(C1CC1)N1CCN=C1SCc1ccc(Cl)cc1	-7	15	-1	0	-0.7	6	-3	5	-0.4
CCCCn1cnc2c(oc3ccccc32)c1=O	-4	5	-1	1	-0.5	-7	0	-1	0.2
C/C(Cl)=C/Cn1c(SCC(C)C)nc2c1c(=O)[nH]c(=O)n2C	12	2	-4	-10	-1.9	-1	-1	1	-0.8
COc1ccnc(NCc2cccc(C(F)(F)F)c2)c1C#N	-6	-4	-3	7	-0.5	-6	-1	1	0.1
O=C(NCC1CC1)[C@]1(C(F)(F)F)C[C@H](CCC2CCCCC2)CCCO1	-7	10	-5	-11	-0.7	2	-4	-1	-0.2
CCOC(=O)C(NCCCCl)c1ccccc1 (stereo not drawn)	-6	8	-3	0	-0.6	-8	-3	2	-0.9
Cc1c(/C=N/Nc2ccc([N+](=O)[O-])cn2)c2ccccc2n1Cc1ccccc1	-15	-6	-4	11	0.8	-1	-20	7	-0.9
Cc1cccc(C2=NN(c3ccccc3)[C@@H](C(=O)N3CCOC3=O)[C@@H]2c2ccc([N+](=O)[O-])cc2)c1	-8	1	-2	7	5.5*	92*	7	1	-0.4
CCC(C)Nc1nc(N)c([N+](=O)[O-])c(Nc2ccccc2OC)n1 (stereo not drawn)	6	14	-2	8	0.0	31	-5	-1	0.1
Cc1c(C(=O)NCc2ccc(C#N)cc2)sc(=O)n1Cc1ccc(C(=O)N(C)C)cc1	-2	9	-8	-1	0.7	-2	-1	5	-0.4
O=C(NNC(=O)c1ccc(Cl)cc1Cl)c1csc(-c2cccnc2)n1	-13	-9	2	5	-0.5	-3	3	2	0.0
O=C(Nc1ccccc1Cl)c1ccc2nc(N3CCOCC3)sc2c1	-13	-7	-1	-11	0.0	-2	1	-1	0.2
CC(=O)N1CCN(C(=O)c2cc3c(s2)CCCC3)CC1	7	0	-1	19	0.5	-4	-10	6	0.1
Cc1cc(OCC(=O)Nc2nccs2)c2c(C)cc(=O)oc2c1	-11	-2	-3	5	-0.4	-3	6	2	1.0
Cc1nnc(N/N=C/c2cccc(C(F)(F)F)c2)n1N	4	0	13*	8	-1.5	-4	6	6	0.8
CNc1oc(-c2ccccc2Cl)nc1C#N	1	2	-6	-7	2.6	6	-6	-1	-1.2
COCc1cc(C)nc(Nc2ccc(C)c(C)c2)c1C#N	3	7	-2	11	1.7	-6	-9	3	-0.1
Cc1ccc(NC(=O)COC(=O)COc2cccc3c2OC(C)(C)C3)cc1S(=O)(=O)N1CCOCC1	0	-11	-4	9	-1.0	-7	2	-1	-0.4
CCCC(C)C(=O)NCc1ccc2c(c1)OCO2 (stereo not drawn)	12	9	-4	-36	1.3	2	-11	2	-1.0
COc1ccccc1NC(=O)c1ccccc1-c1nc(-c2ccccc2OC)no1	-6	-31	0	18	0.3	11	4	3	-0.6
Cn1c(CCC(=O)O)nc2cc(S(=O)(=O)N3CCCCC3)ccc21	19	39*	-2	-2	0.3	-1	-6	0	-0.1
CN(C)CCNC(=O)c1[nH]nc2c1CCc1ccccc1-2	6	11	-3	11	0.9	-6	14	1	-0.5
O=C(CN1C(=O)NC(c2ccccc2)(c2ccccc2)C1=O)Nc1ccc(N2CCOCC2)cc1	14	-13	3	-6	0.5	0	10	5	0.2
CCN(CC)CCn1c2c(c(SCC(=O)Nc3ccc(C)c(F)c3)nc1=O)CCCC2	8	11	-2	1	-1.1	-2	-16	-2	-0.1
CC(=O)C1=C(O)C(=O)N(c2ccc(O)cc2)C1c1ccccc1[N+](=O)[O-] (stereo not drawn)	-6	11	-1	-4	2.5	-3	5	1	-0.6
O=C(NCC1CCCO1)c1ccc(NS(=O)(=O)c2cccs2)cc1 (stereo not drawn)	7	10	-5	-4	0.8	-3	-11	0	-0.9
COc1cc(CNc2ccc(CNc3ncn[nH]3)cc2)ccc1OCC(=O)NC(C)(C)C	6	11	-5	18	1.1	-15	-8	-7	-0.5
CCn1c(/C=C2\C(=O)Nc3ccccc32)nc2ccccc2c1=O	-2	2	-8	11	1.9	-8	5	-4	-0.9
COc1ccc(OC)c(-n2c(-c3cccc(S(=O)(=O)N(C)C)c3)n[nH]c2=S)c1	-2	-8	1	-3	-1.3	-4	7	2	0.1
O=C(c1cccs1)N(c1ccc(Cl)cc1)C1C=CS(=O)(=O)C1 (stereo not drawn)	3	15	-10	-1	-0.7	-7	-4	-1	-0.6
Cn1ncc2c(NCc3ccccc3)ncnc21	1	-3	0	-2	1.2	-4	2	2	-0.5
FC(F)(F)c1cnc2c(c1)Nc1ccccc1S2	-7	-9	2	17	0.7	1	-2	-9	1.2
COc1cccc(NC(=O)CN(C)C(=O)c2csc3c2CCCC3)c1	13	-1	-1	-1	-0.5	1	-4	2	-0.2
COC(=O)c1ccccc1Oc1ccc(NC(=O)c2ccco2)cc1	4	-8	-2	1	1.8	3	5	-1	-1.0
COC(=O)c1ccc(COc2ccc(-c3nn[nH]n3)cc2)cc1	8	5	-1	2	0.3	-7	-1	10	0.1
Cc1ccc(N/N=C2\CS(=O)(=O)N(C)c3ccsc32)cc1	13	-2	-4	8	-0.6	11	11	2	-0.1
CC(O)c1cccc(NC(=O)CCCc2ccccc2)c1 (stereo not drawn)	-9	0	-5	16	0.6	-7	-3	1	-0.7
CCOc1ccccc1CNC(=O)CCc1cn(CC)c2ccccc12	6	-9	-5	0	-0.5	5	-2	-1	-0.3
CCOc1ccc(NC(=S)NC(=O)c2c(Br)cnn2C)c([N+](=O)[O-])c1	0	19	-4	3	1.2	36	2	2	-0.1

Source: PubChem
